aSyn yeast inh: rescues yeast growth from alpha-synuclein toxicity; Yeast expressing alpha-synuclein, growth rescue, BacTiter-Glo, 24 h; Potency, µM (titrated, usually from 46.1 µM), inactives show at the top dose growth rescue (activation), actives largely listed as activators; 370,000 compounds, 0.14% hits; further: % of control where 0% means no effect; nearly all actives have a fitted effect of over 65% in size
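Rescue of yeast growth: cells expressing toxic alpha-synuclein, induced in galactose at OD600 0.02, incubated with compound 24 h at 30 C. ATP luminescence quantified growth; inhibitors of toxicity appear as activators.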
TDP-43 yeast inh: rescues yeast growth from TDP-43 toxicity | TDP-43 expressing yeast growth rescue, BacTiter-Glo, 24 h | Potency, µM (highest dose often 46.1 µM), inactives show at the top dose growth rescue (activation), usual class: activators | 410,000 compounds, 1.8% hits; further: % of control where 0% means no effect; nearly all actives have a fitted effect of over 50% in size
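Yeast cells expressing TDP-43 under galactose induction are exposed to compounds for 24 hr at 30 deg C. BacTiter-Glo luminescence measures growth, so protective compounds score as activators.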
EPAC2 ag: activates human EPAC2 exchange factor. EPAC2 activation, biochemical qHTS; response scale: 100% = 6.5 mM cAMP response. Potency, µM (doses to about 154 µM), for the others: at the top dose activation, most hits filed as activators. 360,000 compounds, 0.079% hits. AID 720711; further: nearly all actives have a fitted effect of over 50% in size
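In this primary screen, activation is scored as increased exchange of BODIPY-GDP from Rap1B by 100 nM EPAC2, with 50 uM GDP as competitor. Signal is normalized to the 6.5 mM cAMP agonist control.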
EPAC2 antagonist: blocks human EPAC2 exchange factor | EPAC2 GEF exchange of Rap1B-BODIPY-GDP, fluorescence | Potency, µM (doses to about 114 µM), inactives show at the highest dose activity, negative = inhibition, actives largely listed as inhibitors | 360,000 compounds, 0.18% hits | AID 720708; further: on the % scale 0 is the no-effect control and ±100 the full control effect; nearly all actives have a fitted effect of over 45% in size; many of its hits are not listed in these tables
FUS suppressor: FUS proteinopathy suppression in yeast. Potency, µM (series often up to 76.6 µM), without a hit: at the top dose growth rescue (activation), most hits filed as activators. 390,000 compounds, 0.24% hits. S. cerevisiae FUS-expressing, growth rescue, OD600, 24 h;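 further: plate controls were DMSO vehicle for no effect and reference control for full effect; nearly all actives have a fitted effect of over 55% in size; some results filed as inactive show a strong effect at the top dose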
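Galactose (2%) drives FUS expression in yeast precultured in raffinose; seeding density OD 0.005. Test compounds incubated 24hr at 30C and 99% humidity before absorbance at 600 nm was measured.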
PTHR1 agonist: PTHR1 (human) receptor agonism; 410,000 compounds, 0.075% hits; Potency, µM (doses to about 115 µM), for inactives: at the highest dose activation, actives largely listed as activators; AID 743266; HEK293 GP2 PTHR1 cells, GloSensor cAMP luminescence, 1 h; Q03431; further: nearly all actives have a fitted effect of over 55% in size; some results filed as inactive show a strong effect at the top dose; inactives centre near -15; many of its hits are not listed in these tables
Target sequence (Q03431 whole entry, looked up): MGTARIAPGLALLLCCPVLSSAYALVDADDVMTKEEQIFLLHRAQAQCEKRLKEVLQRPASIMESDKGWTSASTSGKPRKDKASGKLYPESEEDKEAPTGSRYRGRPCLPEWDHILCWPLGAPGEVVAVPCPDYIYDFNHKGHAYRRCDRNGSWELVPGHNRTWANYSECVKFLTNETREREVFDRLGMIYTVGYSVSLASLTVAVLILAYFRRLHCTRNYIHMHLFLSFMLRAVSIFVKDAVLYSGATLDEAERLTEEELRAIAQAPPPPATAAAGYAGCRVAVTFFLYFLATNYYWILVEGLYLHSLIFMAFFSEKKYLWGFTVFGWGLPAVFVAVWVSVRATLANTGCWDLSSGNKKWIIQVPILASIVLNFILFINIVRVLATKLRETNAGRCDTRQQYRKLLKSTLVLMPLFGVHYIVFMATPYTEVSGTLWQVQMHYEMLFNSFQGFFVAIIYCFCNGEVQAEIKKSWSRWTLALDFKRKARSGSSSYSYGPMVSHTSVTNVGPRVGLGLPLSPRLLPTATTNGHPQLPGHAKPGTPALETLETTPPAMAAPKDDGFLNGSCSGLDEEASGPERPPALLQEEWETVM
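HEK-293-derived GP2 cells expressing PTHR1 and a GloSensor cAMP reporter, 3,000/well, plated overnight, given luciferin plus IBMX (each 0.5 mM as added) for 1 h at 37 °C, then compound for 1 h at 37 °C. Luminescence was read after 15 min at room temperature.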
EPAC1 ag: activates human EPAC1 exchange factor; O95398; EPAC1 agonist qHTS, biochemical assay; response scale: 100% = response to 6.5 mM cAMP; AID 720707; 360,000 compounds, 0.073% hits; Potency, µM (series often up to 154 µM), for the others: top-dose activation, actives largely listed as activators; further: nearly all actives have a fitted effect of over 60% in size
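Normalized to 6.5 mM cAMP, activity reflects EPAC1-catalysed release of BODIPY-GDP from Rap1B, followed kinetically over 30 min at 480 nm excitation, 540 nm emission. Reaction contained 100 nM EPAC1, 250 nM Rap1B-BODIPY-GDP, 50 uM GDP.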
EPAC1 antag: blocks human EPAC1 exchange factor; AID 720709; Potency, µM (top dose mostly 115 µM), without a hit: at the top dose activity change, negative = inhibition, actives largely listed as inhibitors; EPAC1 GEF assay, Rap1b-BODIPY-GDP exchange fluorescence; 360,000 compounds, 0.14% hits; O95398;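 further: plate controls were vehicle for no effect and positive control for full effect; nearly all actives have a fitted effect of over 50% in size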
* marks the source's active call; other numbers are inactive results; i = inactive; ? = inconclusive; . = not tested or not shown; [ ] = another dose, or the depositor's remark. The call rests on the fitted dose curve; in most records, active means well fitted curve in the direction sought with a large enough effect; inconclusive means small, poorly fitted or top-dose-only effect, or another doubt; inactive means no such curve, though single readings can be large; an effect the other way counts as inactive or inconclusive. Potency means the concentration at half of the fitted maximal effect. The list is partial; count on the stated rates, not on these rows.

SMILES	aSyn yeast inh	TDP-43 yeast inh	EPAC2 ag	EPAC2 antagonist	FUS suppressor	PTHR1 agonist	EPAC1 ag	EPAC1 antag
Cc1ccc(NC(=O)c2ccc(NCCCN3CCOCC3)c([N+](=O)[O-])c2)cc1Cl	5%	23%	-4%	-9%	-4%	-18%	19%	-22%
COc1ccccc1N1CCN(C(=O)c2cccc(Oc3ccccc3)c2)CC1	5%	35µM*	1%	-22%	34%	-25%	14%	-10%
COC(=O)C1=C(C)N(C)C(=S)NC1c1ccccc1 (centres undefined)	-10%	-4%	12%	4%	-8%	1%	10%	-12%
C=CCn1c(Oc2cccc(C)c2)nc2c1c(=O)n(C)c(=O)n2C	3%	22%	-1%	-25%	-22%	i	2%	-9%
Cc1cccc(C(=O)NNC(=O)C2CCN(C(=O)OC(C)(C)C)CC2)c1	5%	21%	1%	1%	19%	i	-2%	-18%
CCN(CC)S(=O)(=O)c1cccc(C(=O)NC(C)C(c2cccs2)N2CCCC2)c1 (centres undefined)	5%	6%	-8%	5%	-23%	i	-8%	1%
O=C(OCC(=O)C12CC3CC(CC(C3)C1)C2)c1cccnc1Cl	12%	-15%	14%	-9%	27%	-12%	9%	-14%
CCOc1ccc(-n2cc(C(=O)Nc3cccc(Cl)c3)c3cc(OC)c(OC)cc3c2=O)cc1	15%	5%	-12%	-1%	?	-6%	0%	3%
COc1ccccc1CNN	-7%	-8%	11%	11%	38%	-17%	1%	10%
CC(NC(=O)c1ccccc1Cl)C1COc2ccccc2O1 (centres undefined)	-3%	17%	-2%	-1%	10%	-3%	9%	6%
O=C(NCC(c1ccco1)N1CCN(c2ccccc2)CC1)c1cccs1 (centres undefined)	1%	-4%	16%	-4%	?	-19%	3%	2%
CCOc1ccc(N=C(C)c2ccccc2O)cc1	-23%	-4%	16%	19%	-5%	18%	-15%	0%
O=C(O)C1CSC(c2coc3ccccc3c2=O)N1 (centres undefined)	-4%	-19%	4%	7%	12%	i	14%	-5%
Cc1cccc(-c2nc(Nc3ccc(O)cc3)c3ccccc3n2)c1	3%	3%	24%	-14%	?	i	?	-17%
Cn1c(CO)c(-c2ccccc2)c2cc([N+](=O)[O-])ccc21	-5%	14µM*	3%	-10%	11%	-32%[inhibitor]	12%	-19%
Cc1ccc2nc(-c3ccccn3)cc(C(=O)NCCc3ccc(F)cc3)c2c1	-12%	?	-7%	11%	.	-22%	-4%	2%
CC(Nc1ccc(Br)cn1)c1cc(Cl)ccc1O (centres undefined)	-36%[inhibitor]	-28%	-4%	-18%	-2%	-50%[inhibitor]	-2%	-14%
CC1CN(C(=O)c2cc3cc(Cl)ccc3[nH]2)CC(C)O1 (centres undefined)	0%	19%	-6%	3%	-27%	-49%[inhibitor]	-17%	-2%
CCOc1ccc(CNC(=O)C2CCCN(S(=O)(=O)c3ccc4c(c3)CCCC(=O)N4)C2)cc1 (centres undefined)	-4%	3%	.	.	-6%	-33%[inhibitor]	.	.
CC(OC(=O)c1ccc(Cl)c([N+](=O)[O-])c1)C(=O)N1CCN(Cc2ccccc2)CC1 (centres undefined)	-1%	-2%	4%	-5%	-6%	-34%[inhibitor]	3%	-26%
COC(=O)c1c(NC(=O)c2ccc([N+](=O)[O-])o2)sc2c1CCN(C(C)C)C2	4%	?	0%	-1%	32%	-4%	-3%	-13%
O=c1[nH]c(SCc2ccccc2Cl)nc2[nH]ncc12	0%	1%	7%	2%	-6%	-7%	2%	-4%
COC(=O)c1cccc(C(=O)Oc2cccc(Br)c2)n1	-3%	-5%	3%	0%	0%	i	1%	6%
O=C1c2ccccc2C(=O)N1CCC#Cc1ccc2cc(CCO)oc(=O)c2c1	-2%	-4%	-1%	6%	-1%	-77%[inhibitor]	-13%	8%
Cc1ccc(Nc2c(-c3ccc(N4CCOCC4)cc3)nc3cccc(C)n23)cc1	0%	1%	.	.	-3%	i	.	.
O=C(c1ccc(N2CCN(C(=O)c3ccccc3Br)CC2)cc1)c1cccc(F)c1	19%	14µM*	-3%	4%	30%	-94%[inhibitor]	8%	-12%
CCOc1ccc(N2CC(C(=O)Nc3ccccc3F)CC2=O)cc1 (centres undefined)	1%	0%	11%	-3%	36%	-8%	11%	2%
O=C(NNC(=O)c1ccncc1)NC1CCCCC1	-2%	1%	7%	1%	12%	-7%	11%	-26%
COc1cccc(NS(=O)(=O)c2cc3c4c(c2)CCC(=O)N4CCC3)c1	-4%	1%	2%	4%	12%	-76%	5%	4%
COc1cc(C(=O)NC(=S)Nc2ccc([N+](=O)[O-])cc2C)cc(OC)c1OC	-5%	5%	4%	6%	.	-14%	2%	8%
c1cncc(C2Nc3ccccc3-c3nc4ccccc4n32)c1 (centres undefined)	-9%	-15%	2%	2%	31%	i	2%	4%
Cc1c(C(Nc2ccccn2)c2ccc(Cl)cc2)c(=O)n(-c2ccccc2)n1C (centres undefined)	5%	13%	-2%	-2%	-1%	0%[57.5 µM]	4%	-17%
Cc1cc(C(=O)OCC(=O)Nc2cc(S(=O)(=O)N(C)C)ccc2Cl)c2ccccc2n1	0%	21%	5%	0%	4%	-21%	4%	-24%
O=C(O)C1CC(C(=O)O)SS1 (centres undefined)	-16%	-50%[inhibitor]	12%	15%	41%	-56%[inhibitor]	2%	-28%
CCc1nc(SCC(=O)Nc2ccc(N(CC)CC)cc2)n[nH]1	1%	6%	2%	-6%	19%	-11%	7%	2%
CC1(C)C(C(N)=O)C(=O)NC(=O)C1C(N)=O (centres undefined)	-2%	14%	4%	-5%	-13%	i	3%	1%
CN1C(=O)NC(c2cccc(F)c2)C2=C1CC(C)(C)CC2=O (centres undefined)	0%	9%	7%	-2%	-11%	i	19%	13%
S=c1[nH]c(-c2ccccc2)cn1/N=C/c1ccc(Br)cc1	9%	?	7%	11%	9%	i	-9%	2%
Cc1cnc(C)c(N2CCN(Cc3nc(-c4ccc(C)o4)oc3C)CC2)n1	5%	-21%	-2%	24%	-7%	-16%	-5%	-3%
COC(=O)C1=C(C)NC(C)=C(C(=O)OC)C1c1ccco1	-1%	-4%	0%	-8%	-23%	-7%	1%	4%

Arranged by formula weight (lowest first): part of the list above.
SMILES	aSyn yeast inh	TDP-43 yeast inh	EPAC2 ag	EPAC2 antagonist	FUS suppressor	PTHR1 agonist	EPAC1 ag	EPAC1 antag
COC(=O)C1=C(C)NC(C)=C(C(=O)OC)C1c1ccco1	-1%	-4%	0%	-8%	-23%	-7%	1%	4%
c1cncc(C2Nc3ccccc3-c3nc4ccccc4n32)c1 (centres undefined)	-9%	-15%	2%	2%	31%	i	2%	4%
CCc1nc(SCC(=O)Nc2ccc(N(CC)CC)cc2)n[nH]1	1%	6%	2%	-6%	19%	-11%	7%	2%

Other structures.
SMILES	aSyn yeast inh	TDP-43 yeast inh	EPAC2 ag	EPAC2 antagonist	FUS suppressor	PTHR1 agonist	EPAC1 ag	EPAC1 antag
COCCN(C(=O)CCl)C(C(=O)NC1CCCCC1)c1ccccc1C (centres undefined)	-1%	6%	3%	0%	.	-50%[inhibitor]	-3%	-4%
CC(CCc1ccccc1)NC(=O)CN(C)Cc1ccccc1F (centres undefined)	9%	3%	-4%	-2%	-10%	i	-9%	-24%
C/C(=N\Nc1ccc(Cl)cc1)c1ccncc1	0%	0%	10%	-18%	21%	i	6%	-2%
CCOc1ccccc1Nc1nc(-c2sc(C)nc2C)cs1	-1%	-8%	12%	7%	22%	-32%[inhibitor]	1%	-8%
NS(=O)(=O)c1ccc(NC(=S)NC(=O)c2ccc(Br)o2)cc1	-5%	3%	7%	-2%	-21%	-6%	8%	?
CCC(C)(C)n1nnnc1C(c1ccc2ncccc2c1)N1CCN(c2nc3ccccc3s2)CC1 (centres undefined)	-2%	-6%	1%	-11%	?	?	16%	-9%
Nc1ccc2c(c1)C(=NO)c1ccccc1-2	-3%	?	2%	-2%	.	-13%	-8%	-9%
O=C(COc1ccc(Cl)cc1)NNC(=O)c1ccc(=O)[nH]c1	-1%	3%	-1%	27%	19%	-20%	-3%	9%
CN(C)c1nc(-c2ccccc2)cc(C(F)(F)F)c1C#N	-11%	-21%	-4%	11%	0%	-8%[57.5 µM]	0%	1%
O=C(NCCCCCCNC(=O)c1ccc(Br)s1)c1ccc(Br)s1	-3%	10%	0%	10%	9%	i	5%	8%
CC(C)C(NS(=O)(=O)c1cccs1)C(=O)Nc1nc(C(C)(C)C)cs1 (centres undefined)	17%	-16%	7%	-7%	15%	-31%[inhibitor]	12%	-7%
C=CCn1c(SCc2ccc(F)cc2)nc2c1c(=O)[nH]c(=O)n2C	-3%	9%	-1%	-8%	-12%	-21%	-6%	-21%
O=C(Nc1nc(-c2ccccc2)c(C(=O)c2ccccc2)s1)c1ccc(S(=O)(=O)N2CCCC2)cc1	-7%	-5%	13%	-2%	.	-8%	1%	5%
CC(C)C1Cc2[nH][nH]c(=O)c2C(c2ccc(Cl)cc2)O1 (centres undefined)	17%	20µM*	-3%	8%	26%	-13%	-14%	11%
CCc1c(C)c2ccc(OC3CCCCC3=O)cc2oc1=O (centres undefined)	4%	12%	16%	5%	-25%	-13%	-2%	-1%
CCN(CC)CCN1C(=O)c2oc3ccccc3c(=O)c2C1c1ccc(F)cc1 (centres undefined)	0%	-17%	-3%	11%	29%	i	9%	-1%
COc1ccc(NC(=O)C2CC(=O)N(CCc3ccc(F)cc3)C2)c(OC)c1 (centres undefined)	5%	6%	9%	-9%	12%	-4%	7%	-1%
CCc1ccccc1OCC(=O)Nc1cc(S(=O)(=O)N(CC)CC)ccc1N1CCOCC1	-5%	5%	9%	5%	11%	-46%[inhibitor]	-6%	-4%
CSc1ncccc1C(=O)OCC(=O)c1ccc(Cl)s1	0%	27%	8%	-4%	-15%	-22%	-5%	-9%
CCCC(C(=O)NC1CCCCC1)N(CC1CCCO1)C(=O)CNS(=O)(=O)c1ccc(F)cc1 (centres undefined)	0%	7%	13%	-6%	36%	-7%	6%	3%
COC(=O)c1ccc2c(=O)n(CCN3CCOCC3)c(SCC(=O)c3ccccc3)nc2c1	1%	-3%	1%	-11%	-42%	-19%	-14%	6%

2 compounds from above, reduced to PTHR1 agonist.
mol,PTHR1 agonist
Nc1ccc2c(c1)C(=NO)c1ccccc1-2,-13%
CCOc1ccccc1Nc1nc(-c2sc(C)nc2C)cs1,-32%[inhibitor]
